GRIN3A LBD mod – NR3A (human) ligand-binding domain modulation. NR3A LBD differential scanning fluorimetry, Tm shift; 0% = protein alone, 100% = glycine-bound protein. Tm shift relative to glycine control, % at 25 µM. hit rate 2.5% among 340,000. AID 1259313;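 active = melting temperature shift of at least 10% of the positive control shift, at one fixed dose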
tim10-1 inh – growth inhibitors of tim10-1 mutant yeast; S. cerevisiae tim10-1 ts strain growth, BacTiter-Glo, 24 h; inhibition, % at 20 µM; hit rate 2.2% among 330,000; AID 463190;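 active = inhibition of at least 40%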;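 also: mutant grown at 25 °C; 0% = DMSO wells with yeast and 100% = wells holding no yeast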
APJ ag – activates the human apelin receptor APJ | P35414 | CHO-K1 APJ PathHunter beta-arrestin, luminescence; 0% DMSO wells, 100% apelin | activation, % at 20 µM | hit rate 0.11% among 330,000;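 active = activation more than six SD over the plate average, tested at 20 µM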;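 also: 0% = DMSO alone and 100% = apelin-13 at 10 nM; some results filed as inactive read as strong as hits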
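Test system: CHO-K1 APJ beta-arrestin complementation cell line | Compound: Single test compound dose, 20 µM final, 1% DMSO | Incubation: Compound 90 min 25 °C, reagent 1 h | Measured by: beta-gal luminescence | Read-out basis: APJ–arrestin association signal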
tim23-1 inh – tim23-1 yeast growth inhibition; S. cerevisiae tim23-1 growth, BacTiter-Glo luminescence, 24 h; inhibition, % at 20 µM; hit rate 1.3% among 330,000; AID 463212;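 active = growth inhibition of the mutant yeast at or above 50%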;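 also: temperature-sensitive mutant grown at 25 °C; plate controls were DMSO-treated mutant yeast for no effect and medium wells lacking yeast for full effect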
TIM10 inh – growth inhibitors of TIM10 yeast strain | inhibition, % at 10 µM | hit rate 1.4% among 330,000 | S. cerevisiae TIM10 strain growth, BacTiter-Glo luminescence, 24 h;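 active = inhibition of 40% or more at the single tested concentration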;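 also: wild-type TIM10 isogenic control strain grown at permissive 25 °C; 0% = DMSO yeast wells and 100% = minimal medium wells without yeast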
UPR XBP1 act – activators of adaptive arm of unfolded protein response (XBP1) | CHO-XBP1 luciferase reporter, IRE1-XBP1 UPR activation, luminescence; percent of tunicamycin response, DMSO as zero | activation, % at 20 µM | hit rate 0.33% among 330,000 | AID 463104;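 active = versus positive control, 20 µM dose yields 30% or more activation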;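 also: 100% = tunicamycin at 10 µg/mL and 0% = DMSO only wells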
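Signal: luciferase luminescence; Assay system: CHO-XBP1 luciferase reporter cells; Amount: one thousand reporter cells per well; Dosing: 20 µM single concentration, DMSO 1%; Benchmarks: high control tunicamycin 10 µg/mL final, low control DMSO vehicle only; Schedule: 6 h compound exposure at 37 °C, 5% CO2; Evaluation: percent activation relative to tunicamycin reference.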
NLRP3 yeast inh – inhibitors of NALP3 inflammasome in yeast | Yeast reconstituted NLRP3/ASC/caspase-1, beta-gal luminescence, 24 h | inhibition, % at 10 µM | hit rate 0.39% among 330,000 | AID 2825;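 active = inhibition of 50% or more; inactive = inhibition below 50%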;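 also: plate controls were induced DMSO wells for no effect and uninduced yeast grown without galactose for full effect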
Mdm2 MdmX PPI – human Mdm2/MdmX binding inhibition. O15151+Q00987. SaOS-2 split-luciferase Mdm2/MdmX complementation, luminescence. inhibition, % at 8 µM. hit rate 3% among 330,000. AID 485346;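 active = inhibition of at least 50% at 8 µM in the primary screen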
Target sequence (O15151 whole entry, looked up): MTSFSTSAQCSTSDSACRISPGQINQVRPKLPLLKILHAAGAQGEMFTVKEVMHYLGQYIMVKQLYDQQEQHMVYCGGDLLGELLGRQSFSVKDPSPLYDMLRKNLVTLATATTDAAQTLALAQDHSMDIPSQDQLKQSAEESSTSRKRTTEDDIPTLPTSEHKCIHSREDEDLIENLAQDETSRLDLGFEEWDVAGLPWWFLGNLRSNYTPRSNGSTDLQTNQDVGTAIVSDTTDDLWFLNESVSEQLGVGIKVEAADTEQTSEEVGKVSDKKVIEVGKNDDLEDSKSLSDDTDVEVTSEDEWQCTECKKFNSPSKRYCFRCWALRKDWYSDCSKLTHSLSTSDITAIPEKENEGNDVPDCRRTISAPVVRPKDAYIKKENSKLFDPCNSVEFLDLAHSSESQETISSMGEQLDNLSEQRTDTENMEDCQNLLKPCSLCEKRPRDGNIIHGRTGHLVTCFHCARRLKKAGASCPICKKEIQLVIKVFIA
Target sequence (Q00987 whole entry, looked up): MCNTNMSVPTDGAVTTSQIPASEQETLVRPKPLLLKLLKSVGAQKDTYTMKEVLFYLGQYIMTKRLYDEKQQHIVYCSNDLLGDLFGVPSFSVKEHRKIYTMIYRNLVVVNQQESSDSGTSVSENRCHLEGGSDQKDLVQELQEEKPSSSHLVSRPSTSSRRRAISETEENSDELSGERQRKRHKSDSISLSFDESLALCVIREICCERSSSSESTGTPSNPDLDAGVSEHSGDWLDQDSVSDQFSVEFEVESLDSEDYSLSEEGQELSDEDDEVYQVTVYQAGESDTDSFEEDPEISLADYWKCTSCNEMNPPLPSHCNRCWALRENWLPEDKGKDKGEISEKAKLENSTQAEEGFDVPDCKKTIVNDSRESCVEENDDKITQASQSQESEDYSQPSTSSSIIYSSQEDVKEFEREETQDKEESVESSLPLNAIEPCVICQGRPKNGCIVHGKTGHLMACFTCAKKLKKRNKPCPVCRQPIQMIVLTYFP
UPR CHOP act – activators of apoptotic arm of unfolded protein response (CHOP). CHO-CHOP luciferase reporter, UPR activation, luminescence; percent of tunicamycin response over DMSO baseline. hit rate 0.34% among 330,000. activation, % at 10 µM;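 active = at 10 µM dose, activation of 40% or more, normalized to positive control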;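 also: 100% = tunicamycin at 10 µg/mL and 0% = DMSO alone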
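Test system: CHO-CHOP cells, stable luciferase reporter of PERK-eIF2a-CHOP signalling | Quantity: 500 CHO-CHOP cells per well | Buffer or medium: F12 plus 10% serum | Compound dosing: 10 µM single point, 0.5% DMSO | Schedule: 6 h compound treatment, 37 °C | Signal: Luciferase luminescence | Control set: Tunicamycin high control, DMSO low control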
An asterisk follows results filed as active; . = not tested or not shown.

SMILES	GRIN3A LBD mod	tim10-1 inh	APJ ag	tim23-1 inh	TIM10 inh	UPR XBP1 act	NLRP3 yeast inh	Mdm2 MdmX PPI	UPR CHOP act
CCOc1ccccc1N(CC(=O)NC1CCCC1)C(=O)CCC(=O)Nc1cc(C)on1	3	0	2	9	8	-2	9	5	0.5
COCCN(Cc1cc2cc(C)c(C)cc2nc1Cl)C(=O)Nc1ccccc1	4	19	-1	11	14	-5	12	11	-0.6
O=C(Oc1ccccc1)N(c1ccccc1)c1ccccc1	-1	9	-1	11	17	2	3	9	1.6
CCN(CC)C(=O)c1ccc2c(c1)nnn2C	0	13	-4	-7	1	-3	-2	7	-1.2
COc1cccc(/C=N/Nc2nc3ccccc3n3cnnc23)c1O	-1	0	0	9	-6	-2	9	34	2.1
Nn1c(Cc2ccccc2F)n[nH]c1=S	1	-9	0	5	-14	1	26	1	1.3
CSc1ccccc1OCc1cc(C(=O)N(C)C(C)c2ccccn2)no1 (stereo not drawn)	3	19	-3	21	-4	-3	12	20	0.6
Cc1c(OCC(=O)N2CCC(C(N)=O)CC2)ccc2c1oc(=O)c1ccccc12	-2	-1	2	-4	4	-1	9	-14	2.1
Cn1c(=O)c2c(nc(CN3CCN(Cc4ccccc4)CC3)n2Cc2ccc(Cl)cc2)n(C)c1=O	-2	28	-4	22	19	4	-2	41	1.6
Cc1ccccc1C(=O)Nc1ccnn1C1CCN(Cc2c(C)n(C)c3ccccc23)CC1	-1	-1	-1	10	15	-1	13	22	0.9
CC(C)N(C(=O)Cn1cc(S(=O)(=O)CC(=O)Nc2ccccc2)c2ccccc21)C(C)C	-1	12	3	8	-2	-4	7	5	1.4
N#Cc1c2n(c3c(N)ncnc13)CCCCC2	2	6	0	7	11	-1	11	23	-0.2
CCCCCCCCCCOC(=O)Cn1c(COc2ccccc2OC)[n+](C)c2ccccc21	-408	46*	-1	23	33	77*	25	100*	11
CS(=O)(=O)Nc1ccc(N2CCCCC2)c(Cl)c1	0	12	2	21	13	3	15	-31	-0.3
Cc1ccc(OCCSc2nc3ccccc3n2CC(=O)O)cc1	4	-14	-2	-1	4	-6	11	7	-1.0
O=C(NC1CCCC1)c1noc2c1CCCCC2	-1	16	-13	3	14	3	40	-20	5.8
COc1ccc(COC(=O)C2=C(C)NC(=O)NC2c2ccc(O)cc2)cc1 (stereo not drawn)	-1	19	1	-1	-1	-3	29	8	-1.6
c1ccc2nc3c(nc2c1)[nH]c1ccccc13	-29	27	-1	15	21	4	19	-191	6.2
CCN(C(=O)CSc1nc2nc(C)cc(C)n2n1)c1cccc(C)c1	-2	34	5	15	-1	0	20	13	-0.3
Cc1ccc(S(=O)(=O)NCCSc2nnnn2-c2cc(C)ccc2C)cc1	-15	30	1	24	45*	-3	-1	17	-1.4
Cc1nc(NC(=O)c2ccccc2)sc1C1(C)CC(c2ccc(OC(F)(F)F)cc2)=NO1 (stereo not drawn)	.	31	1	42	24	1	15	28	2.2
CCOCCOC(=O)C1=C(C)N(C)C(=O)NC1c1ccccc1Cl (stereo not drawn)	-1	3	-1	9	-5	-1	-9	4	0.4
CN(Cc1ccc(C(F)(F)F)cc1)C(=O)c1ccc(Oc2ccccc2)cc1	1	1	-4	15	8	-3	29	19	-0.2
Cn1c(SCC(=O)c2ccc(-c3ccccc3)cc2)nnc1-c1ccco1	0	-5	1	22	2	-2	11	34	-1.0
O=C(COc1cccc2ccccc12)Nc1cc(Cl)ccc1C(=O)O	8	-6	0	24	0	-1	-1	26	1.4
Cc1c(NS(=O)(=O)c2cccc(C(=O)Nc3cccc(F)c3)c2)c(=O)n(-c2ccccc2)n1C	0	20	-10	1	-2	0	5	2	0.9
COc1ccc(C2NC(=S)NC3=C2CCc2cc(OC)ccc23)cc1 (stereo not drawn)	2	54*	-3	48	34	0	16	-18	-0.5
O=C(NN=C1CCCC1)c1cccc(Br)c1	5	9	1	18	10	-5	13	19	0.6
CCOc1cccc(C(=O)NC2=NCCS2)c1	2	-12	-1	8	-1	-4	8	-30	2.7
Cc1[nH]c2ccccc2c1/C=C(\C#N)C(=O)NC(C)c1ccccc1 (stereo not drawn)	-2	34	-5	23	24	-4	-5	11	1.4
O=C(CCCCCn1c(=O)[nH]c2ccsc2c1=O)NCc1cccs1	-2	16	3	22	-8	1	5	-5	-0.2
Cn1nnnc1SCC(=O)Nc1ccccn1	3	8	2	-7	-13	-2	16	10	-0.3
CC(=O)N1N=C(c2ccc(C)cc2)CC1c1ccc2c(c1)OCO2 (stereo not drawn)	-1	30	3	38	13	0	22	-18	5.9
COc1ccc(NC(=O)CC2SC(=N)N(c3ccccc3)C2=O)c(OC)c1 (stereo not drawn)	1	6	-5	4	-12	0	5	23	0.6
C=CCn1c(SCC(=O)NC2CCCCC2)nnc1-c1cccnc1	-1	1	-4	-7	3	-1	8	8	1.5
C/C=C/C=[N+](\[O-])C(C)/C(=N/O)c1ccc(F)cc1 (stereo not drawn)	1	2	-4	3	-4	2	4	11	-2.6
Cc1cc(S(=O)(=O)N2CCCC2)ccc1OCC(=O)NCc1ccccn1	0	-7	0	7	16	0	12	-8	1.2
CCc1cccc2c(C#N)cn(CC(=O)NCCOC)c12	1	7	5	10	11	-1	0	2	2.0
CCOc1cc(C(=O)Nc2ccccc2F)cc(Br)c1OCC	-9	1	-2	18	22	-1	23	33	-1.0
O=C1C(O)=C(O)C(=O)c2ccccc21	0	-14	14	-7	10	0	5	9	1.8
Cc1cccc(C(=O)Nc2nnc(SCC(=O)NC3CC3)s2)c1	1	-9	-3	4	-13	7	15	13	3.0
Cc1ccc(O)c(C2=NOC(O)(C(F)(F)F)C2)c1 (stereo not drawn)	1	-1	-2	8	5	-6	10	-6	0.1
CCCc1nc(-c2ccccc2O)n(-c2ccccc2)n1	-1	37	-4	23	10	0	-8	14	-0.6
Cc1ccc(S(=O)(=O)Nc2ccc(Nc3ccccc3)cc2)cc1	24*	43*	-1	42	16	1	20	16	6.0
Cc1cc(NC(=S)NC(=O)C2CC2)ccc1Br	-11	32	0	47	41*	0	10	1	6.6
COc1ccc(S(=O)(=O)Nc2ccccc2C(=O)N2CCOCC2)cc1C	-4	10	-7	14	-6	-4	-3	-10	1.0
COc1ccccc1C(=O)NC(=O)COC(=O)c1ccc([N+](=O)[O-])cc1Cl	2	4	18	11	13	-3	7	-5	1.1
CN(C)Cc1nc2c(c(=O)[nH]1)C(C)(C)Cc1ccccc1-2	1	15	-4	18	-9	0	21	10	-3.6
Cc1ccc(NC(=O)C(C)c2cccc(C(=O)c3ccccc3)c2)cc1 (stereo not drawn)	-10	21	3	29	18	-3	21	-16	2.6
Cc1ccc(C)c2nc3sc(C(=O)O)cc3cc12	-1	-6	-2	1	4	-2	17	-7	1.5
O=C(Cc1ccccc1)NNC(=S)NC(=O)c1cccnc1	-1	4	-1	-1	17	-2	14	-25	1.4
Cc1ccc(C(=O)NCCSc2snnc2C)cc1	-1	15	0	17	1	-2	35	-18	4.1
NS(=O)(=O)c1cccc(NC(=O)COC(=O)CSCc2ccccc2)c1	2	16	-3	15	8	3	5	-6	0.1
Cc1[nH]nc2nc(SCC(=O)NCC3CCCO3)n(-c3ccc(Br)cc3)c(=N)c12 (stereo not drawn)	-6	12	1	17	-5	6	11	28	-0.7
Cc1ccc(C(=O)Nc2nc3ccccc3n3nnnc23)cc1	0	5	-4	15	-2	2	13	15	-1.0
Cc1ccc(CC(=O)NNC(=O)c2ccncc2)cc1C	0	-5	-5	-3	-7	-3	6	22	-0.9
CS(=O)(=O)c1nc(-c2ccc(Br)cc2)n[nH]1	0	-6	-5	3	-13	-4	-1	-6	0.6
Cc1cc(C)nc(NS(=O)(=O)c2ccc(NC(=O)C3CC3)cc2)n1	-2	-18	-1	-1	4	-1	2	-13	-0.5
CCN1CCN(S(=O)(=O)c2ccc(Cl)c(C(=O)Nc3ccccc3N3CCCCC3)c2)CC1	-2	37	-2	20	17	3	21	22	-0.4
COC(=O)CC/C(=N/Nc1ccc(Cl)c(Cl)c1)C(=O)OC	2	-22	-3	2	-27	1	24	-1	3.1
The results go on.
SMILES	GRIN3A LBD mod	tim10-1 inh	APJ ag	tim23-1 inh	TIM10 inh	UPR XBP1 act	NLRP3 yeast inh	Mdm2 MdmX PPI	UPR CHOP act
CSc1ccc(Cl)c(C(=O)Nc2ccc(C)cn2)c1	0	-3	-1	12	-4	3	29	15	2.7
Cc1nc2ccc(S(=O)(=O)N(C)CC(=O)N3CCc4ccccc4C3)cc2s1	2	12	-6	23	19	-1	35	33	-2.5
Cc1csc2ncc(C(=O)NC(C)c3ccccc3)c(=O)n12 (stereo not drawn)	5	29	-1	33	1	-1	29	-11	-1.2
Cn1cc(Cl)c(C(=O)OCC(=O)Nc2ccc(S(N)(=O)=O)cc2)n1	0	-19	0	2	-16	-1	2	-6	-0.5
CCOC(=O)CNC(=O)C1CCC(CNS(=O)(=O)c2cccc3nsnc23)CC1 (stereo not drawn)	0	-1	2	43	4	-2	8	21	0.4
COC(=O)/C(=C1/Oc2cc(C)oc(=O)c2S1)C(F)(F)F	1	57*	2	62*	41*	-4	46	100*	5.1
CCN(CC(=O)Nc1c(F)cccc1F)C(=O)CNC(=O)C1CCCCC1	0	-9	-1	-8	-2	1	6	14	-0.4
Cc1ccc(NC(=O)CSc2nnc(Cn3c(=O)sc4ccccc43)n2C)cc1	-1	0	-2	11	8	-3	-1	-6	-2.7
CC(=O)c1c(C)n([O-])c2cc(C)ccc2[n+]1=O	-1	-5	-2	7	3	0	12	10	-0.6
Cc1ccc(NC(=O)C2CCN(S(=O)(=O)c3ccc4[nH]c(=O)oc4c3)CC2)cc1F	2	23	5	14	2	-3	4	12	4.2
O=C(CNC(=O)c1ccc(Cl)cc1Cl)OCc1nc2ccccc2s1	-1	14	-2	16	15	-4	12	2	0.6
CCCOc1ccc(N2C(=O)CC(N3CCN(c4ccccc4OC)CC3)C2=O)cc1 (stereo not drawn)	0	34	-3	33	19	-1	24	13	0.2
OCCc1ccc(-c2ccc(Cl)cc2)o1	4	43*	1	23	16	5	12	-20	3.4

Gathered by group, those above containing a COOH group
SMILES	GRIN3A LBD mod	tim10-1 inh	APJ ag	tim23-1 inh	TIM10 inh	UPR XBP1 act	NLRP3 yeast inh	Mdm2 MdmX PPI	UPR CHOP act
Cc1ccc(OCCSc2nc3ccccc3n2CC(=O)O)cc1	4	-14	-2	-1	4	-6	11	7	-1.0
O=C(COc1cccc2ccccc12)Nc1cc(Cl)ccc1C(=O)O	8	-6	0	24	0	-1	-1	26	1.4
Cc1ccc(C)c2nc3sc(C(=O)O)cc3cc12	-1	-6	-2	1	4	-2	17	-7	1.5

Source: PubChem BioAssay (Sanford-Burnham Center for Chemical Genomics)
